Screens from PubChem.
NSD2 inh – blocks human histone methyltransferase NSD2. O96028. NSD2 peptide methylation, AlphaScreen, 120 min. inhibition, % at 12.5 µM. 310,000 compounds, 0.54% hits; in the data active = inhibition above about 50%
Target sequence (O96028 whole entry, looked up): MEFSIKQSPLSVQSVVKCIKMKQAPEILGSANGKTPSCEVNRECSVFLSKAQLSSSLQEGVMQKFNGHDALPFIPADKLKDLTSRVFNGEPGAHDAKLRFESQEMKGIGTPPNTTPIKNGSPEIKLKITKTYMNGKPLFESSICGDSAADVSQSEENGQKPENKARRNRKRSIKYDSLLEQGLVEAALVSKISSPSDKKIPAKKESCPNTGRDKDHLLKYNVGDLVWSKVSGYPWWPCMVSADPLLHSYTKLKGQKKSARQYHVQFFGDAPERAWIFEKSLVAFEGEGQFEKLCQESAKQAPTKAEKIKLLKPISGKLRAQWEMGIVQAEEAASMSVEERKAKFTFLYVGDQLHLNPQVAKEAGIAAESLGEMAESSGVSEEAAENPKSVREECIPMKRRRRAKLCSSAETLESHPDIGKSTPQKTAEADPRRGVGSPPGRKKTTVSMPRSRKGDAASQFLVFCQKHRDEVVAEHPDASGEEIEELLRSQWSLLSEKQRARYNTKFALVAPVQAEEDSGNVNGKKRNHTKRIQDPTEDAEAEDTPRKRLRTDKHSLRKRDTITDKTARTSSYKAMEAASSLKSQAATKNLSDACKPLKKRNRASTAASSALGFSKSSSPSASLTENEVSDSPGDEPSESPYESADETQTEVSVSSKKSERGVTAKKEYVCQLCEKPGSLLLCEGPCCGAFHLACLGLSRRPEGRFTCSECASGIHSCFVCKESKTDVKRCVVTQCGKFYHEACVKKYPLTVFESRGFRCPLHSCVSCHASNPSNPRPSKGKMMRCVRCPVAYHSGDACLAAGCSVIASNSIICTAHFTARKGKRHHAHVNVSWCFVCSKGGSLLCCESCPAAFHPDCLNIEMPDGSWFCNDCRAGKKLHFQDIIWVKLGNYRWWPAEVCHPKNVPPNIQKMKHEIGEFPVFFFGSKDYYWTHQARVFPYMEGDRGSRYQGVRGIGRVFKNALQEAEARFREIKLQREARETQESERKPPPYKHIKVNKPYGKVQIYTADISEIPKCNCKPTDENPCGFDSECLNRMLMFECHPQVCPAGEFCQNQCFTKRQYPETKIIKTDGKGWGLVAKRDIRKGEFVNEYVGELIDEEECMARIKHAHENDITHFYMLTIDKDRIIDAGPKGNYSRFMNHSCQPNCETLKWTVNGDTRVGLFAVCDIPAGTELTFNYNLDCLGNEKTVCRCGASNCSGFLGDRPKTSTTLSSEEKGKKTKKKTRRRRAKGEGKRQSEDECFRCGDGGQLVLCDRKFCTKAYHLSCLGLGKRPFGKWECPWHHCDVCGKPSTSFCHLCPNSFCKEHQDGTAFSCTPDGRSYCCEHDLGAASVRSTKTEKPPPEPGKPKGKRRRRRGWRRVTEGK
Active calls of the source: *.

SMILES | NSD2 inh
COc1ccc2c(c1)CCCN2C(=O)C1CCCN(S(=O)(=O)c2ccc(Br)s2)C1 (stereo unspecified) | 2
CC(=O)Nc1ccc(NC(=O)c2csc([C@@H]3O[C@H](CO)[C@H](O)[C@H](O)[C@H]3O)n2)cc1 | 0
CN(C)c1ccc(-c2ccnc3c2CC(C)(C(=O)NCC2CCOCC2)O3)cc1 (stereo unspecified) | 1
COc1ccc(/C=N\NC(=O)c2cccc([N+](=O)[O-])c2)cc1Cn1cc([N+](=O)[O-])cn1 | -2
CC(=O)Nc1cc(-c2cccc(NS(C)(=O)=O)c2)cn2c(-c3cccc(C(F)(F)F)c3)cnc12 | 2
CC(=O)Nc1cnc(-c2cccc(C(=O)N3CCOCC3)c2)cn1 | -1
CCc1nc2ccc(C(=O)Nc3cc(-c4ccccc4)ccc3OC)cn2c1N(C)Cc1ccc(OC)cc1 | 1
Cc1ccc(/C=C/C(=O)NCc2ccco2)o1 | 13
O=C(NC(c1ccc(-c2ccccc2)cc1)c1cnccn1)C1CCN(CCN2C(=O)c3ccccc3C2=O)CC1 (stereo unspecified) | 3
COc1ccc(CCCNC(=O)C2Cc3c(-c4cccc(C(N)=O)c4)ccnc3O2)cc1 (stereo unspecified) | 0
COc1ccc(-c2coc3c(C(=O)NCc4ccccc4)cccc23)c(C)c1 | -2
COc1cc(OC)c(NC(=O)C(Sc2nc(C)cc(C)c2C#N)c2ccccc2)cc1Cl (stereo unspecified) | -5
CCNC(=O)C1(C)CCCN(Cc2ccc(Oc3ccccc3)cc2)C1 (stereo unspecified) | -1
O=C(COC(=O)c1ccc(Cl)c(S(=O)(=O)N2CCCCC2)c1)NC1CCCCC1 | -1
O=C(Nc1nnc(SCc2c(Cl)cccc2Cl)s1)c1ccc2ncsc2c1 | -7
O=C(C(=O)N1CCC(CNS(=O)(=O)c2ccc3ccccc3c2)CC1)c1cc2ccccc2o1 | -1
COc1ccc(-c2nnc(SCC(=O)Nc3cccc4ccccc34)n2Cc2ccco2)cc1 | 0
N#Cc1c(Cl)c(Cl)c2nnc(-c3ccc(Br)cc3)n2c1Cl | 5
O=C(CN1CCN(c2ccccc2)CC1)Nc1ccccc1C(=O)NCCc1ccccc1 | 11
O=C1CC2CCCC(C1)S2=O (stereo unspecified) | -4
CC(C)NC(=O)C1(C)CCN1C(=O)c1c(F)cccc1F (stereo unspecified) | 5
Cc1cc(N2CCOc3ccccc32)nc2ccccc12 | 20
O=C(CN1CCOCC1)N1c2ccccc2Sc2ccc(Cl)cc21 | 0
O=C(Nc1ccc(Oc2ccccc2)cc1)c1csc([C@@H]2O[C@H](CO)[C@@H](O)[C@H]2O)n1 | 0
CC1(C(=O)NS(=O)(=O)c2cccs2)CCN1C(=O)c1cccc(F)c1 (stereo unspecified) | -3
CCCNC(=O)C1(C)CCN(C(=O)c2sccc2C)C1 (stereo unspecified) | 4
O=C(NCc1ccc2c(c1)OCO2)Nc1ccc2ccccc2c1 | -8
O=C(C(=O)N1CCC(CNC(=O)C2COc3ccccc3O2)CC1)c1cccs1 (stereo unspecified) | -3
CC(=O)Nc1ccc(-c2ccnc3c2CC(C)(C(=O)NCC2CC2)O3)cc1 (stereo unspecified) | 13
CCCOc1ccc(/C(O)=C2/C(=O)C(=O)N(CCCn3ccnc3)C2c2cccnc2)cc1 (stereo unspecified) | 0
O=C(Nc1ccccc1-c1nc2ccccc2[nH]1)c1sc2ccccc2c1Cl | -2
Cc1csc(NC(=O)C2(C)CCN2C(=O)C(C)C)c1C#N (stereo unspecified) | 9
Cc1cc(NC(=O)CSc2nc3ccccc3[nH]2)n(-c2ccccc2)n1 | 6
CCOP(=O)(OCC)c1ccc2c(c1)C(=O)c1ccccc1-2 | -2
COc1ccc(-c2cnc3c(NC(C)=O)cc(-c4ccc(C(=O)NC5CC5)cc4)cn23)cc1OC | 5
CC(C)(C)c1ccc(S(=O)(=O)N2CCCC(C(=O)N3CCN(Cc4ccccc4)CC3)C2)cc1 (stereo unspecified) | 1
CN(C)c1cccc(NC(=O)c2cccc3c(-c4ccc(F)c(F)c4)coc23)c1 | 5
CC(=O)Nc1cc(-c2ccc(N3CCN(C)CC3)cc2)cn2c(-c3ccc(S(C)(=O)=O)cc3)cnc12 | 1
CCN(CC)S(=O)(=O)c1ccc(-c2cc(C(=O)OC)sc2C(F)(F)F)cc1 | -6
CCN1C(=O)C(CC(=O)NCCc2ccccc2)N(NC(=O)c2ccc(Br)cc2)C1=S (stereo unspecified) | 0
CCCS(=O)(=O)NC(=O)C1(C)CCCN(C(=O)COc2ccc(Cl)cc2Cl)C1 (stereo unspecified) | 2
CC1(C(=O)NS(=O)(=O)c2cccc(F)c2)CCN1C(=O)c1ccccc1 (stereo unspecified) | -1
Clc1ccc2[nH]c3c(NCC4CCCO4)ncnc3c2c1 (stereo unspecified) | 10
CC(=O)Nc1cc(-c2cccc(C(=O)N(C)C)c2)cn2c(-c3ccc(F)cc3)cnc12 | 8
COc1cccc(C(=O)N(CCN2CCOCC2)Cc2ccc(OC)c(OC)c2)c1 | 7
O=C(Nc1cccc(S(=O)(=O)N2CCCC2)c1)[C@@H]1O[C@H](CO)[C@H](O)[C@H](O)[C@H]1O | 6
COc1ccc(C(=O)/C=C/Nc2ccccn2)c(OC)c1 | 0
O=C1Nc2cc3c(cc2C1=O)sc1ccccc13 | 24
Cc1cccc(-c2nnc(SCC(=O)c3ccc(F)cc3)n2C)c1 | -3
COCCNc1nc(Oc2cccc(F)c2)c2sccc2n1 | 5

At a glance, some entries already given:
SMILES | NSD2 inh
COc1ccc(C(=O)/C=C/Nc2ccccn2)c(OC)c1 | 0
O=C1Nc2cc3c(cc2C1=O)sc1ccccc13 | 24

Next structures
SMILES | NSD2 inh
Cc1cnc(CNC(=O)c2ccc3sc([C@H]4C[C@H](O)[C@@H](CO)O4)nc3c2)cn1 | -1
COC(=O)c1ccc(CSc2nc3sc(C(=O)O)c(C)c3c(=O)[nH]2)cc1 | 1
CC/C(=N\NS(C)(=O)=O)c1ccccc1 | 12
CCN(CC)C(=O)Cn1cc(C(=O)C(=O)Nc2ccc3c(c2)OCO3)c2ccccc21 | 6
OC[C@@H]1CN(CCc2ccccc2)C[C@H](n2cnc3c(N4CCOCC4)ncnc32)O1 | 11
COc1ccc(-n2c(-c3ccc(C(C)(C)C)cc3)n[nH]c2=S)c(OC)c1 | 6
CCOc1ccccc1OCCN[C@H](C)Cc1ccc(OC)c(S(N)(=O)=O)c1 | 4
COc1ccc(NC(=O)CC2C(=O)N(C)C(=S)N2CCc2ccc(F)cc2)cc1 (stereo unspecified) | 0
COc1ccc(C(C(=O)N(C)C2CCCC2)N(Cc2ccc(F)cc2)C(=O)c2cc(C)[nH]n2)cc1OC (stereo unspecified) | 1
CCN(CC(=O)Nc1ccc(NC(C)=O)cc1)C(=O)C1CC1 | -1
COc1ccc2nc(-c3ccccn3)ccc2c1 | -3
COc1cccc(C(C)(O)c2nc(-c3ccc(Cl)cc3)cs2)c1 (stereo unspecified) | -10
Cc1ccc(C(=O)N/N=C/c2cccc3ccccc23)cn1 | 3
COc1ccc(OC)c(NC(=O)C2(C)CCN2C(=O)CCC2CCCC2)c1 (stereo unspecified) | 1
OC[C@@H]1CN(Cc2ccncc2)C[C@H](n2cnc3c(NC4CC4)ncnc32)O1 | -2
CCNC(=O)C1(C)CCCN(Cc2csc(-c3ccc(Cl)cc3)n2)C1 (stereo unspecified) | 3
COc1ccc(-c2csc(C(C)(O)c3ccccc3)n2)cc1 (stereo unspecified) | -6
CC1(C(=O)Nc2cccc3ncccc23)CCN1C(=O)CCc1ccccc1 (stereo unspecified) | -1
O=C(CSc1ccccc1F)NCC(c1ccco1)N1CCCCC1 (stereo unspecified) | -1
Cc1ccccc1S(=O)(=O)NC(=O)C1(C)CCN1C(=O)C1(c2ccccc2)CC1 (stereo unspecified) | 1
C[C@H]1[C@H](NC(=O)c2cccc(Cl)c2)CC[C@@]23CCCN2C(=O)CCC[C@@H]13 | -2
CC(C)c1ccc(NC(=O)C2(C)Cc3c(-c4ccc(N(C)C)cc4)ccnc3O2)cc1 (stereo unspecified) | -3
CCCNC(=O)c1cc(C2CCCCN2C(=O)OCC(C)C)on1 (stereo unspecified) | 13
CC(=O)Nc1cccc(-c2cccc3nccn23)c1 | -1
COc1ccc(C(O)c2nc(-c3ccccc3C)cs2)cc1 (stereo unspecified) | 2
Cc1ccc(-n2c(C)c([N+](=O)[O-])c3ccc(O)cc32)cc1 | 6
CCCCNC(=O)C1(C)CCN1C(=O)c1ccc2sccc2c1 (stereo unspecified) | -1
Cc1ccc(C=C(C#N)C(=O)c2ccccc2)cc1 | 0
O=C(NCc1ccc(Cl)c(Cl)c1)c1cc(C2CCCCN2C(=O)CCc2ccccc2)on1 (stereo unspecified) | 2
Cc1onc(-c2ccccc2)c1C(=O)N1CCC(C)(C(=O)NS(=O)(=O)C2CC2)C1 (stereo unspecified) | 2
Cc1c(NC(=O)CSc2nnc(-c3ccccc3F)o2)c(=O)n(-c2ccccc2)n1C | 0
CCn1cc(C(=O)Nc2cc3c(cc2NC(C)=O)OCCO3)c(=O)c2ccc(C)nc21 | -2
O=C(NCc1ccc(Cl)cc1)C1CCCN(c2nc3ccccc3o2)C1 (stereo unspecified) | -11
O=C(NCC1COc2ccccc2O1)c1ccc(NC(=O)C(Cl)Cl)cc1 (stereo unspecified) | 8
Cc1cc(C(=O)Nc2ccc(Cl)cc2)c(C)n1-c1ccccc1 | 14
CCc1nc2ccc(C(=O)Nc3cc(-c4ccccc4)ccc3OC)cn2c1N(C)CCC(C)C | -1
COc1ccc(Cc2nnc(SC)n2-c2ccc(F)cc2)cc1OC | -1
CCN(CC(=O)Nc1ccc(NC(C)=O)cc1)CC(=O)Nc1cccc2ccccc12 | 0
COc1ccc(/C=C/C(=O)OCC(=O)N2c3ccccc3CC2C)c(OC)c1 (stereo unspecified) | 10
COc1ccc(S(=O)(=O)N2CCC(C(=O)N[C@@H](C)C(=O)NCc3ccccn3)CC2)cc1 | -1
Cc1ccc(NC(=O)Cc2nnc(SCC(=O)c3ccc(Br)cc3)n2C)cc1Cl | -1
Cc1ccc(CNc2nc3cc(-c4ccccc4)sc3c(=O)n2C)c(C)c1 | -4
C/C(C=NNC(=O)c1cc(-c2ccc(Cl)cc2)n[nH]1)=C\c1ccccc1 | 1
O=C(NCc1nnnn1-c1ccc(Cl)cc1)c1ccc2c(c1)OCO2 | -1
CN1C(c2ccccc2)CC(C)(O)CC1c1ccccc1 (stereo unspecified) | 2
Clc1ccc(C(c2cccs2)N2CCNCC2)cc1 (stereo unspecified) | 0
CCCCN(C)c1nc(C)nc2c1nnn2Cc1ccccc1 | -6
CC1=C(C(=O)OCc2ccccc2)C(c2ccc(C)cc2)NC(=O)N1 (stereo unspecified) | -5
CCN(CC)CCn1c(=S)[nH]c2cc(C(=O)NCc3ccccc3)ccc2c1=O | 0
COc1ccc(-n2c(COc3ccc(Cl)cc3)nnc2SCC(=O)Nc2ccc3c(c2)OCO3)cc1 | 1
Next records follow:
SMILES | NSD2 inh
Cc1cnc(NC(=O)C2(C)CCN2C(=O)C(C)C)s1 (stereo unspecified) | 1
OC[C@H]1O[C@@H](c2nc(-c3ccc(C4OCCO4)cc3)no2)[C@H](O)[C@@H]1O | -2
Cc1[nH]nc(N)c1N=Nc1ccc(Br)cc1 | 14
COCCNc1nc(NCc2ccccc2OC)c2sccc2n1 | -2
O=C(NCCNc1ccc2ccccc2c1)c1cccn2c(=O)c3sccc3nc12 | 4
OC(c1ccccc1)c1nc(-c2ccc3c(c2)OCO3)cs1 (stereo unspecified) | -8
CCc1nc2ccc(C(=O)NCCC(C)C)cn2c1N(CC)CCOC | -2
COc1ccc(C(NC(=O)C2CCN(Cc3ccc(Oc4ccccc4)cc3)CC2)c2ccccn2)cc1 (stereo unspecified) | 0
C[C@@H](N)C(=O)Nc1ccc(Cl)cc1C(=O)c1ccc[nH]1 | -4
O=C(O)CC(NC(=O)Cc1ccc(Cl)cc1)c1ccco1 (stereo unspecified) | 1
Nc1c(C(=O)OCC2CCCO2)c2nc3ccccc3nc2n1-c1ccc2c(c1)OCCO2 (stereo unspecified) | 1
Cc1ccc(-n2ncc3c(=O)n(-c4cccc(C)c4)c(=O)[nH]c32)cc1 | -9
CCc1ccccc1NC(=O)C1CCCC1 | -1
O=C(CC(=O)c1ccccc1)Nc1cccc([N+](=O)[O-])c1 | 0
C=CCn1c(SCC(=O)Nc2ccccc2OC)nnc1-c1ccco1 | 1
COc1cncc(-c2cnc3sc(NCCc4ccccn4)nn23)c1 | -2
Cc1ccccc1CN1C(=O)C(C)Sc2ccc(-c3ccco3)cc21 (stereo unspecified) | 2
O=C(C1CCCN1S(=O)(=O)c1ccc(Br)s1)N1CCN(c2ccccc2)CC1 (stereo unspecified) | 4
Cc1ccc(N=CC2=C(O)CC(c3ccccc3Cl)CC2=O)cc1 (stereo unspecified) | -1

Entries shown so far that contain an aryl thioether with sulfur outside any ring (twelve):
SMILES | NSD2 inh
COc1cc(OC)c(NC(=O)C(Sc2nc(C)cc(C)c2C#N)c2ccccc2)cc1Cl (stereo unspecified) | -5
O=C(Nc1nnc(SCc2c(Cl)cccc2Cl)s1)c1ccc2ncsc2c1 | -7
COc1ccc(-c2nnc(SCC(=O)Nc3cccc4ccccc34)n2Cc2ccco2)cc1 | 0
Cc1cc(NC(=O)CSc2nc3ccccc3[nH]2)n(-c2ccccc2)n1 | 6
Cc1cccc(-c2nnc(SCC(=O)c3ccc(F)cc3)n2C)c1 | -3
COC(=O)c1ccc(CSc2nc3sc(C(=O)O)c(C)c3c(=O)[nH]2)cc1 | 1
O=C(CSc1ccccc1F)NCC(c1ccco1)N1CCCCC1 (stereo unspecified) | -1
Cc1c(NC(=O)CSc2nnc(-c3ccccc3F)o2)c(=O)n(-c2ccccc2)n1C | 0
COc1ccc(Cc2nnc(SC)n2-c2ccc(F)cc2)cc1OC | -1
Cc1ccc(NC(=O)Cc2nnc(SCC(=O)c3ccc(Br)cc3)n2C)cc1Cl | -1
COc1ccc(-n2c(COc3ccc(Cl)cc3)nnc2SCC(=O)Nc2ccc3c(c2)OCO3)cc1 | 1
C=CCn1c(SCC(=O)Nc2ccccc2OC)nnc1-c1ccco1 | 1

Only part of the results is shown, so the mix of outcomes need not match the whole.
